TAG inh: inhibitors of triacylglycerol accumulation. inhibition, % at 12.5 µM. 0.66% of 230,000 active. AID 651582. H9c2 cells, Nile Red lipid (TAG) fluorescence; cells loaded with 200 µM oleic acid;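 active = pattern-corrected inhibition of lipid staining of at least 50% with the nuclear-stain viability signal not falling by more than 50%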;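 also: 0% = DMSO wells and 100% = triacsin C control wells; some results filed as inactive read as strong as hits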
TAG inh DAPI viability: further read-out of TAG inh, marked with its call; DAPI nuclei signal change (viability), lower = more cytotoxic, %;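 whole-well DAPI fluorescence read on a plate reader as a viability signal; minus 50 percent equals half of cells still viable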
Active calls of the source: *. An excerpt. The share of hits here may be higher or lower than overall.

Start of the data: the first five entries as a preview:
#	Compound	TAG inh DAPI viability	TAG inh
1	Cc1ccc(C(=O)N2N=C3c4ccccc4S(=O)(=O)N3[C@H]2N(C)C)cc1	-10	-10
2	O=C(CN1CCN(S(=O)(=O)c2ccc(F)c(Cl)c2)CC1)N1CCNC1=O	7	-3
3	Cc1cnc(CNC(=O)c2csc([C@@H]3C[C@H](O)[C@@H](CO)O3)n2)cn1	1	3
4	CCC(C(=O)NC1CCCCC1)n1c(SCc2ccc(F)cc2)nc2ccncc21 (centres undefined)	2	-2
5	CC(C)N1CCN(c2ccc(OCC3COC(Cn4cncn4)(c4ccc(Cl)cc4Cl)O3)cc2)CC1 (centres undefined)	-14	9

This part in full, repeating the preview:
#	Compound	TAG inh DAPI viability	TAG inh
1	Cc1ccc(C(=O)N2N=C3c4ccccc4S(=O)(=O)N3[C@H]2N(C)C)cc1	-10	-10
2	O=C(CN1CCN(S(=O)(=O)c2ccc(F)c(Cl)c2)CC1)N1CCNC1=O	7	-3
3	Cc1cnc(CNC(=O)c2csc([C@@H]3C[C@H](O)[C@@H](CO)O3)n2)cn1	1	3
4	CCC(C(=O)NC1CCCCC1)n1c(SCc2ccc(F)cc2)nc2ccncc21 (centres undefined)	2	-2
5	CC(C)N1CCN(c2ccc(OCC3COC(Cn4cncn4)(c4ccc(Cl)cc4Cl)O3)cc2)CC1 (centres undefined)	-14	9
6	CN1CCN(c2ccc(CNC(=O)C3Cc4c(-c5ccccc5Oc5ccccc5)ccnc4O3)cc2)CC1 (centres undefined)	-5	1
7	CC1=NOC(=O)/C1=C\c1ccccc1	-3	2
8	O=C(Cc1n[nH]c(=O)c2ccccc12)OCC(=O)c1ccccc1	-5	17
9	Cc1nnc(NC(=O)C2CCCN(S(=O)(=O)Cc3ccccc3)C2)s1 (centres undefined)	-3	-6
10	O=C(N/N=C/c1ccc(-n2ccnc2)cc1)c1cccs1	-5	4
11	O=C(Cc1ccc(Cl)cc1)Nc1ccccc1C(=O)Nc1ccc(C(=O)O)cc1	-7	6
12	COc1ccc(/C=C/C(=O)c2ccccc2)c(OC)c1	-12	4
13	CC(=O)c1cc(C#N)c(Oc2cc(C)cc(C)c2)nc1C	-1	-52
14	CSc1sc(C(=O)N(C)C)c2c1S(=O)(=O)N(C)c1ccccc1-2	14	-4
15	CCOC(=O)N1CCC(NC(=O)c2cc(C(=O)Nc3ccc(F)cc3F)ccc2CO)CC1	-3	3
16	O=c1c2ccccc2ncn1Cc1cccc2ccccc12	3	-5
17	CC(=O)c1cccc(CN2CCN(C3CCCCC3)C(CCO)C2)c1 (centres undefined)	3	2
18	COc1cc2c(cc1OC)CN(C(=O)c1cccc(S(=O)(=O)N(C)C)c1)CC2	-6	4
19	CCCCNC(=O)C1(C)CCN1C(=O)c1cc2ccccc2s1 (centres undefined)	-5	4
20	COc1ccc(N2CCN(C(CNC(=O)C3CCCCC3)c3ccco3)CC2)cc1 (centres undefined)	-2	2

Retrieved by structure from the entries so far, 3 records:
#	Compound	TAG inh DAPI viability	TAG inh
19	CCCCNC(=O)C1(C)CCN1C(=O)c1cc2ccccc2s1 (centres undefined)	-5	4
17	CC(=O)c1cccc(CN2CCN(C3CCCCC3)C(CCO)C2)c1 (centres undefined)	3	2
13	CC(=O)c1cc(C#N)c(Oc2cc(C)cc(C)c2)nc1C	-1	-52

Later entries:
#	Compound	TAG inh DAPI viability	TAG inh
21	CC(OC(=O)c1cccnc1Cl)C(=O)Nc1ccc2c(c1)OCO2 (centres undefined)	2	0
22	O=[N+]([O-])c1ccc(/C=N/N2CCN(Cc3ccccc3)CC2)cc1	0	6
23	CN(C)C(=O)COC(=O)/C=C/c1cn(-c2ccccc2)nc1-c1cccs1	-2	17
24	CC(=O)c1cccc(NC(=O)CSc2ccc(-c3ccccn3)nn2)c1	-15	14
25	C[C@H](CO)N1C[C@H](C)[C@@H](CN(C)S(=O)(=O)c2ccc(F)cc2)Oc2c(NC(=O)CCC(F)(F)F)cccc2C1=O	1	6
26	Oc1ccc(Cl)cc1CNCC1CCCCC1	-24	36
27	C=CCOc1cccc(C2C(C(=O)c3ccc(C)o3)=C(O)C(=O)N2CCN(C)C)c1 (centres undefined)	2	-6
28	Cc1ccc(NC(=O)Cn2cnc3cc([N+](=O)[O-])ccc3c2=O)c(Cl)c1	-2	1
29	Cc1cccc(N2CCN(C(=O)CCNS(=O)(=O)c3ccc4c(c3)CCC(=O)N4)CC2)c1C	2	-3
30	O=C(/C=C/c1ccc(S(=O)(=O)NCc2ccco2)cc1)N1CCN(c2ccccc2)CC1	-3	8
31	CC1(C(=O)Nc2ccccc2Br)CCN1C(=O)Cc1ccc(Cl)cc1Cl (centres undefined)	6	-16
32	CN1CCN(c2nc3c(c(=O)[nH]c(=O)n3C)n2CCSc2nnnn2-c2ccccc2)CC1	4	4
33	COc1ccc(NC(=O)c2cccc(NC(=O)C3C4CC5OC(=O)C3C5C4)c2)c(OC)c1 (centres undefined)	-4	-1
34	Cc1cccc(NC(=O)COC(=O)CCc2c[nH]c3ccccc23)c1C	-1	10
35	Cc1cccc(-c2noc(CN(C(=O)c3c(-c4ccccc4Cl)noc3C)C(C)C)n2)c1	-11	28
36	Cc1ccc(NC(=O)Cc2ccc(Cl)cc2)nc1	-5	16
37	Cc1cc(NCCOCCO)n2ncc(-c3ccc(Cl)cc3)c2n1	18	11
38	Cc1ncoc1C(=O)N1CCCC(C(=O)c2cccc(C(F)(F)F)c2)C1 (centres undefined)	2	7
39	COC(=O)c1nc(N)sc1-c1ccccc1	10	-6
40	COc1ccc(CSc2ccc(S(=O)(=O)N3CCCCC3)cn2)cc1F	-1	-15

Entries of single compounds as entered above.
COc1ccc(CSc2ccc(S(=O)(=O)N3CCCCC3)cn2)cc1F is listed with TAG inh DAPI viability: -1; TAG inh: -15
CC1(C(=O)Nc2ccccc2Br)CCN1C(=O)Cc1ccc(Cl)cc1Cl (centres undefined) is listed with TAG inh DAPI viability: 6; TAG inh: -16

(next part)
#	Compound	TAG inh DAPI viability	TAG inh
41	CC1(C)N=C(SCC(=O)Nc2ccccc2)C(c2ccc(Cl)cc2)=N1	-2	-32
42	CCCCOc1ccc(C2(C)NC(=O)N(C)C2=O)cc1 (centres undefined)	-1	-14
43	CCN(CC(=O)Nc1c(F)cccc1F)C(=O)c1cccnc1Sc1ccccc1	-2	-13
44	COCCNC(=O)CN(C(=O)Cn1nnc2ccccc21)c1ccccc1	-1	-15
45	O=C(Nc1nn[nH]n1)c1cccc(Oc2ccccc2)c1	2	12
46	CC(C)CN(C(=O)COC(=O)C12CC3CC(CC(C3)C1)C2)c1c(N)n(Cc2ccccc2)c(=O)[nH]c1=O	-31	9
47	O=C(C[C@H]1C/C=C\C[C@@H](Cc2ccc(F)cc2)C(=O)OC[C@@H](Cc2c[nH]c3ccccc23)NC1=O)NCCO	-1	0
48	CCOC(=O)C1CCN(C(=O)CCCCn2c(=O)[nH]c3ccccc3c2=O)CC1	5	-38
49	C=CCN(CC=C)CCCOc1ccc(C)cc1OC	-2	19
50	CCOC(=O)c1sc(NC(=O)c2cc(-c3ccccc3C)nc3ccccc23)c(C#N)c1C	4	-1
51	COc1cc2cnc(-c3ccccc3)c(C(=O)c3ccc(OCc4ccccc4)cc3)c2cc1OC	9	-61
52	CC1(C(=O)NS(=O)(=O)c2ccc(Br)cc2)CCN1C(=O)C/C=C/c1ccccc1 (centres undefined)	1	-1
53	CN(C(=O)c1cccc(C#N)c1)c1nnc(C2CCCO2)s1 (centres undefined)	-5	14
54	COc1ccc(-n2nc(C(C)=O)c(=O)[nH]c2=O)cc1	5	15
55	Cn1c(SCCc2ccc([N+](=O)[O-])cc2)nccc1=O	0	13
56	Cc1ccc(-c2nnc(NC(=O)c3ccc([N+](=O)[O-])o3)o2)c(C)c1	11	-8
57	COc1cccc2sc(N3CCN(C(=O)c4ccc([N+](=O)[O-])o4)CC3)nc12	-46	18
58	O=C(Nc1nnc(-c2ccco2)o1)c1ccc([N+](=O)[O-])s1	-9	7
59	O=C(CN1C(=O)c2ccccc2C1=O)N1CCN(S(=O)(=O)c2ccccc2)CC1	5	-18
60	CC(=O)C(Cc1ccccc1)NC(=O)COC(=O)CCN1C(=O)C2CC=CCC2C1=O (centres undefined)	6	-14

As entered above.
Result for #48 in TAG inh DAPI viability: 5
Result for #57 in TAG inh DAPI viability: -46

The listing continues:
#	Compound	TAG inh DAPI viability	TAG inh
61	Cc1ccc(-n2nc3c(c2NC(=O)C2CC2)CS(=O)(=O)C3)cc1C	0	1
62	CCOc1ccc(N(CC(=O)NCc2cccnc2)S(=O)(=O)c2ccc(F)cc2)cc1	7	-5
63	C[C@H](C(=O)NCc1ccccc1)C(=O)c1ccccc1	6	-4
64	O=C(NCC1(c2ccccc2)CCCC1)C1(c2ccccc2)CCCC1	-1	-4
65	C=CC[C@H]1Cc2c(cccc2[N+](=O)[O-])[C@H](CC=C)N1	-4	4
66	O=C(Nc1cc(Cl)ccc1N1CCOCC1)c1cnccn1	-10	-2
67	CC(=O)Nc1ccc(S(=O)(=O)Oc2ccc(/C=N/NC(=O)c3ccc(Cl)cc3)cc2)cc1	-5	-6
68	CC(CC(=O)N(CCC1=CCCCC1)c1c(N)n(Cc2ccccc2)c(=O)[nH]c1=O)c1ccccc1 (centres undefined)	-14	19
69	CC(SC(C)C(=O)NN=Cc1cccc(F)c1)C(=O)NN=Cc1cccc(F)c1 (centres undefined)	2	12
70	Cn1c(SCC(=O)Nc2cc(C(C)(C)C)nn2-c2ccccc2)nc2ccccc21	2	6
71	CC(O)(c1cccnc1)c1nc(-c2ccc(F)c(Cl)c2)cs1 (centres undefined)	6	-12
72	CC(C)NC(=O)c1ccc(N(Cc2ccc(Cl)cc2)S(C)(=O)=O)cc1	6	-25
73	CCOC(=O)C1=C(C)NC(=O)NC1c1ccc(OCCO)c(OC)c1 (centres undefined)	-6	-11
74	CCc1nc2ccc(C(=O)NCCN3CCNC3=O)cn2c1N(C)CCC(C)C	0	4
75	COC(=O)c1ccc(NC(=O)NS(=O)(=O)c2ccc(C)cc2)cc1	-5	12
76	CC1(C(=O)Nc2cccc3c2CCCC3)CCN1C(=O)Cc1ccccc1Cl (centres undefined)	6	2
77	CCOC(=O)CSc1ccc(S(=O)(=O)N2CCCC2)cc1[N+](=O)[O-]	2	7
78	CC(C)(C)n1nnnc1C(c1ccc(F)cc1)N(Cc1ccc(F)cc1)Cc1ccco1 (centres undefined)	-11	-25
79	CCC(=O)N1CCN(c2ccc(NC(=S)NC(=O)COc3ccccc3)cc2)CC1	6	-15
80	CN(C(=O)c1cc2c(s1)-c1ccccc1S(=O)(=O)C2)c1ccccc1	4	-6
81	O=C(O)CCc1c(C(=O)O)[nH]c2ccccc12	2	8
82	CCN1CCc2c(sc(NC(=O)C3COc4ccccc4O3)c2C(N)=O)C1 (centres undefined)	1	6
83	CCN(CC)c1ccc(NC(=O)c2ccc(S(=O)(=O)N3CCOCC3)cc2)cc1	-4	3
84	O=C(OCC(=O)N1CCCCC1)c1ccccc1SCC(=O)N1CCCCC1	13	-1
85	COc1ccc(C2/C(=C(\O)c3cc(C)ccc3C)C(=O)C(=O)N2CCN(C)C)cc1OC (centres undefined)	-3	1
86	COc1ccc(C(=O)OCc2c(F)cccc2Cl)cc1S(=O)(=O)N1CCOCC1	-1	6
87	CCOC(=O)c1[nH]ncc1CN1CCCC(C(=O)c2ccc(OC)cc2C)C1 (centres undefined)	11	-14
88	COc1ccc(C2/C=C\CN(C(=O)NC(C)C)CC(=O)N2Cc2ccc(F)cc2)cc1 (centres undefined)	-12	7
89	CCN(CC)c1ccc(C(=O)OCc2c(C)noc2C)cc1	-9	-21
90	Cn1nnnc1SCC(=O)c1c(N)n(C)c(=O)n(C)c1=O	3	-3
91	CC(C)(C)c1nc(-c2ccccc2)nc2c1OCCC2	-7	15
92	CCOC(=O)COc1ccc(Br)cc1/C=C1\SC(N)=NC1=O	-8	-2
93	C=C(C)Cn1c(-c2cccs2)n[nH]c1=S	2	-9
94	N/C(=N\OC(=O)c1cccc2ccccc12)c1ccccn1	-2	5
95	O=C(NN1CCOCC1)c1ccccc1F	-4	-10
96	Cc1ccc(S(=O)(=O)N(C)Cc2nc(-c3ccncc3)no2)cc1	0	2
97	COc1ccccc1NC(=O)N1c2ccccc2NC(=O)CC1C (centres undefined)	-2	-3
98	Cc1cccc(CSc2ncc(CO)n2C)c1	5	-17
99	CCOC(=O)CC/C(C)=N\N=C1\SC(CC(=O)O)C(=O)N1c1ccccc1 (centres undefined)	-2	7
100	CCOc1ccc(N2CC(C(=O)Nc3ccccc3F)CC2=O)cc1 (centres undefined)	-2	5
101	COc1ccc(-c2csc3ncnc(N4CCN(S(=O)(=O)c5cccc(F)c5)CC4)c23)cc1	-4	6
102	Nc1ncnc2c1ncn2[C@@H]1O[C@H](CNC(=O)[C@@H](N)Cc2ccc(C(F)(F)F)cc2)[C@@H](O)[C@H]1O	-2	6
103	Nc1ccc2nc(SCc3ccccc3F)sc2c1	-1	-8
104	CCOC(=O)C[C@H]1c2ccccc2S(=O)(=O)N1c1cccc(OC)c1	0	-11
105	COc1ccc(S(=O)(=O)NC(=O)C2(C)CCN2C(=O)C2(c3ccccc3)CCCC2)cc1 (centres undefined)	4	-9
106	CCOC(=O)c1ccc2c(c1)NC(=O)C(N1CCN(c3ccc(OC)cc3)CC1)S2 (centres undefined)	7	-2
107	CC(OC(=O)c1ccccc1)C(=O)NCc1ccco1 (centres undefined)	0	13
108	CN(C)S(=O)(=O)c1ccc2nnn(OCC(=O)NC3CCS(=O)(=O)C3)c2c1 (centres undefined)	0	2
109	OCCNc1nc(N2CCN(Cc3ccccc3)CC2)nc2ccccc12	24	22
110	CCc1ccc(N2CC34C=CC(O3)C(C(=O)OC(C)C)C4C2=O)cc1 (centres undefined)	-6	-4
111	CC1CN=C(N(C(=O)Nc2ccccc2)c2ccc(S(=O)(=O)N3CCOCC3)cc2)S1 (centres undefined)	-3	4
112	O=C(COC(=O)c1cn(-c2ccccc2)nc1-c1cccnc1)NC1CC1	-3	3
113	O=c1oc2ccccc2n1CCc1ccccc1	14	0
114	CCOC(=O)N1CCN(CCC(=O)c2ccc(Cl)cc2)CC1	4	10
115	Cc1cc(Cl)ccc1OCCCC(=O)OCC(=O)c1c(N)n(C)c(=O)n(C)c1=O	-7	0

Source: PubChem (Sanford-Burnham Center for Chemical Genomics)
